# mIDH1 inhibitor – human IDH1 R132H inhibition | O75874 | IDH1-R132H enzyme, NADPH consumption, diaphorase/resazurin fluorescence | Potency, µM (series often up to 76.6 µM), for inactives: at the top dose activity change, negative = inhibition, hits mostly inhibitors | actives 0.093% (n = 390,000) | AID 602179; also: potency is read from the fitted curve at half-maximal effect; % is scaled to controls: 0 for no effect and ±100 for the full control effect; nearly all actives have a fitted effect of over 65% in size
#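 IDH1-R132H (0.5 ug/mL) preincubated 30 min with compound, then NADPH (0.016 mM) and alpha-KG (2 mM) added; 80 min at RT, pH 7.5. Remaining NADPH coupled via diaphorase/resazurin to fluorescence (540/590 nm); concentration-response curves normalized to no-enzyme control.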
# PI4K2A block – inhibitors of human PI4K2A; Q9BTU6; purified PI4K2A, ADP-Glo luminescence, 1 h; hits give low values; activity change, negative = inhibition, % at 76.9 µM; actives 0.13% (n = 420,000); in the data active = activity change below about -50%; inconclusive = mostly about -30% to -49%;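 also: -100% = wells without enzyme as full effect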
# Target sequence (Q9BTU6 whole entry, looked up): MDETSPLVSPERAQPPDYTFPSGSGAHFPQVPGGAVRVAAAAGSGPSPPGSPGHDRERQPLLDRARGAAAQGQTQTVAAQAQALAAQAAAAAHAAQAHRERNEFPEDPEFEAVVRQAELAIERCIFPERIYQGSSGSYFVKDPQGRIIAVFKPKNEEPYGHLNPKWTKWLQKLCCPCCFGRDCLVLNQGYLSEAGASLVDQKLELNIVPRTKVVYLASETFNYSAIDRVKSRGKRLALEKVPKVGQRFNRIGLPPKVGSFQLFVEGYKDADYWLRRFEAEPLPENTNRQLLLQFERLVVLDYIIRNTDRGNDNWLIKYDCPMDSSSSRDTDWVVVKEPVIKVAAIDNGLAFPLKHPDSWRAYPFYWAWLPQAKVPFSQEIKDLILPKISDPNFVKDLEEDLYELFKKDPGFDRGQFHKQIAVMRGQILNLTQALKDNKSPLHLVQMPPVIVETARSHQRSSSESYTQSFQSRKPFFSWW
#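 In this quantitative HTS, ADP production by PI4K2A was quantified luminescently after 1 h at ambient temperature; 100 microM adenosine served as plate-quality control.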
# USP1 inh – inhibitors of human USP1/UAF1 deubiquitinase | recombinant USP1/UAF1, Ub-Rhodamine cleavage fluorescence | actives 0.23% (n = 390,000) | O94782 | Potency, µM (top dose mostly 57.1 µM), inactives show at the highest dose activity change, negative = inhibition, hits mostly inhibitors; also: potency is read from the fitted curve at half-maximal effect; % is scaled to controls: 0 for no effect and ±100 for the full control effect; nearly all actives have a fitted effect of over 60% in size; inactives centre near -12
#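 1 nM enzyme complex + cpd, 15 min RT; start with Ub-Rho 150nM final; kinetic fluorescence ex 480/em 540, 6 reads q60 s. Buffer 50mM HEPES pH 7.8, 0.5mM EDTA, 0.1 mg/ml BSA, 1mM TCEP, 0.01% Tween-20.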
# TrxR1 substrate – is turned over as a substrate by rat TrxR1; O89049; purified TrxR1 substrate turnover, NADPH consumption readout; Potency, µM (highest dose often 114 µM), inactives show at the top dose activity change, negative = substrate turnover; actives 0.01% (n = 390,000); also: potency is read from the fitted curve at half-maximal effect; % is scaled to controls: 0 for no effect and ±100 for the full control effect; nearly all actives have a fitted effect of over 50% in size
#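 Rat TrxR1, dispensed at 90 nM, was prereduced with 400 uM NADPH (final) for 5 min at ~22 deg C, then incubated with compound 15 min before 400 uM selenite. A first-read NADPH fluorescence drop versus no-compound background flagged substrates.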
# rTrxR1 inhibitor – rat TrxR1 inhibition | recombinant rTrxR1, NADPH fluorescence consumption, selenite substrate | Potency, µM (top dose mostly 114 µM), for inactives: at the top dose activity change, negative = inhibition, most hits filed as inhibitors | actives 1% (n = 390,000) | O89049; also: potency is read from the fitted curve at half-maximal effect; % is scaled to controls: 0 for no effect and ±100 for the full control effect; nearly all actives have a fitted effect of over 65% in size
#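 Rat TrxR1 (90 nM in the dispensed reagent) was pre-reduced with 400 uM NADPH for 5 min at room temperature, then incubated with compound for 15 min. After 400 uM selenite was added, NADPH fluorescence (Ex 340/Em 450 nm) was followed for 8 min.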
# HP1b binding inh – blocks HP1-beta chromodomain binding to methylated histone tails; actives 0.56% (n = 390,000); P83916; Potency, µM (titrated, usually from 114 µM), for the others: at the top dose activity change, negative = inhibition, hits mostly inhibitors; AlphaScreen HP1-beta / biotin-H3K9me3 peptide binding; also: potency is read from the fitted curve at half-maximal effect; nearly all actives have a fitted effect of over 70% in size; inactives centre near 23
# Target sequence (P83916 whole entry, looked up): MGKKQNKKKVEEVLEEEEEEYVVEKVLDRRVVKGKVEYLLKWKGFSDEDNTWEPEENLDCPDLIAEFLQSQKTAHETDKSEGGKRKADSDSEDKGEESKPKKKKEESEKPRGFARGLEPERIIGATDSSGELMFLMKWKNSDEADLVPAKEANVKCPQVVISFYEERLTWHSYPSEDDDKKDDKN
#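 Compound inhibition of the preformed complex between 50 nM HP1-beta and 50 nM biotinylated H3K9me3 peptide was read by AlphaScreen. Buffer was PBS pH 7.4 with 0.01% Tween-20. Incubations ran 30 min at room temperature, with 10 ug/mL donor/acceptor beads.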
# Pin1 inhibitor – human Pin1 inhibition. Q13526. Pin1 FP peptide displacement, HiFluor488, 10 min. Potency, µM (titrated, usually from 115 µM), without a hit: top-dose activity, negative = inhibition, usual class: inhibitors. actives 0.009% (n = 390,000). AID 504891; active = well fitted inhibition curve with a large enough effect in the polarisation, with a control signal flat, not every such curve was filed as active; inconclusive = small, poorly fitted or top-dose-only effect, or effect the other way, or a change in a side signal; inactive = no such curve, though single readings can be large or run the other way; the % refers to the polarisation; also: potency is read from the fitted curve at half-maximal effect; % is scaled to controls: 0 for no effect and ±100 for the full control effect
# Target sequence (Q13526 whole entry, looked up): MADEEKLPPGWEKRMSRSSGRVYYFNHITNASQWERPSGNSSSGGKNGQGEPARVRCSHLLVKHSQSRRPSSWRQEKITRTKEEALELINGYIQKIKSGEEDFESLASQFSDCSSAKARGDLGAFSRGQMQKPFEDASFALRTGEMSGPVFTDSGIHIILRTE
# GLS inhibitor – glutaminase GLS (human) inhibition | O94925 | Potency, µM (titrated, usually from 45.5 µM), inactives show top-dose activity change, negative = inhibition, actives largely listed as inhibitors | AID 624170 | GLS enzymatic activity, qHTS titration | actives 0.21% (n = 410,000); also: potency is read from the fitted curve at half-maximal effect; % is scaled to controls: 0 for no effect and ±100 for the full control effect
#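 Read-out is an Amplex red fluorescence increase coupled through glutamate oxidase and HRP, measured before and after 30 min room-temperature incubation. hKGA is in 45 mM KH2PO4 (pH 8.2) with 0.02% Tween-20; glutamine added as 1mM solution.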
# PGK inhibitor – T. brucei PGK inhibition; P07378; PGK/GAPDH coupled, Kinase-Glo luminescence, 60 min; Potency, µM (top dose mostly 57.5 µM), without a hit: top-dose activity change, negative = inhibition, hits mostly inhibitors; actives 0.043% (n = 380,000); AID 602233; also: potency is read from the fitted curve at half-maximal effect; % is scaled to controls: 0 for no effect and ±100 for the full control effect; nearly all actives have a fitted effect of over 60% in size
#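 Luminescent ATP detection (Kinase-Glo Plus) follows a 60-minute room-temperature incubation, with wells lacking PGK as controls. Buffer: 100 mM TEA (pH 7.6), 5 mM MgCl2, 0.01% Tween-20. Coupling enzyme GAPDH (100 nM final) supplies unstable 1,3-BPG in-well.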
# Active calls of the source: *; i = inactive; ? = inconclusive; [ ] = dose if it differs, or a comment. Unless noted, calls follow the shape of the dose curve; as a rule, active = well fitted curve in the direction sought with a large enough effect; inconclusive = small, poorly fitted or top-dose-only effect, or another doubt; inactive = no such curve, though single readings can be large; an effect the other way counts as inactive or inconclusive. Some of the compounds tested; the hit share may differ from the screen's.
# Second line of a record – mIDH1 inhibitor | PI4K2A block | USP1 inh | TrxR1 substrate | rTrxR1 inhibitor | HP1b binding inh | Pin1 inhibitor | GLS inhibitor | PGK inhibitor
COc1ccc(-n2cc(-c3ccccc3)[nH]c2=S)c(OC)c1
 : -20.5% | -3.2 | 1.5% | -4.1% | ? | -1.0% | -1.4% | 1.5% | 2.5%
Cc1ccc(-c2csc(NC(=S)NC(=O)/C=C/c3ccco3)n2)cc1
 : 1.9% | -9.9 | -3.1% | -7.7% | ? | 0.0% | 15.1% | 4.3% | -5.2%
CCOC(=O)C1CCCN(C(c2ccccn2)c2c(C)[nH]c3ccccc23)C1 (centres undefined)
 : 20.2% | -2.0 | -11.9% | 10.3%[57.1 µM] | 5.7%[57.1 µM] | 5.2% | -4.6% | -2.5% | i
Cc1ccc2cccc(NC(=O)c3ccc(-c4ccc(Br)cc4)o3)c2n1
 : 11.1% | 4.5 | -1.6% | 13.6% | 12.8% | 23.9% | -9.0% | -12.4% | -0.4%
Cc1ccc(NC(=O)c2cccc(C(=O)OC(C)C)n2)c(Br)c1
 : 3.3% | -6.1 | -11.6% | -9.2% | -7.3% | 47.5%[activator] | -2.9% | -0.1% | -3.1%
CC(=O)N1CCc2cc(S(=O)(=O)CCC(=O)Nc3ccc4c(c3)OCCO4)ccc21
 : -0.5% | 9.6 | -15.4% | -1.6% | -5.1% | 4.3% | 1.7% | 1.9% | -2.4%
Cc1cc(=O)[nH]c2c1cnn2Cc1ccccc1
 : 5.6% | 6.0 | -13.1% | 13.9%[57.1 µM] | 15.3%[57.1 µM] | 21.5% | -3.8% | 3.4% | 1.7%
Cc1cccc(NC(=O)CSc2nc3ccccc3nc2N2CC(C)OC(C)C2)c1 (centres undefined)
 : -0.4% | -2.6 | -28.5% | 9.9%[57.1 µM] | 14.4%[57.1 µM] | 62.1%[activator] | 20.9% | 2.8% | -6.9%
COc1ccc(-c2csc(Nc3ncccn3)n2)cc1C
 : 7.3% | -5.5 | -20.1% | 1.2% | 24.1% | 17.4% | 0.8% | -2.2% | i
Cc1ccc(S(=O)(=O)Cc2ccc(C(=O)N3CCCC3)o2)cc1
 : -18.1% | -2.2 | -8.4% | 0.6% | -17.2% | 47.4%[activator] | -8.5% | 5.6% | 4.1%
CC(C)(C)NC(=O)C(Cc1ccccc1)NS(=O)(=O)c1ccc2c(c1)CCC(=O)N2 (centres undefined)
 : 6.3% | 1.6 | -16.1% | 8.5% | -7.2%[57.1 µM] | 24.1% | -1.5% | -0.9% | -9.2%
Cc1ccc(CC(=O)Nc2ccccc2-c2ccccc2)cc1C
 : 4.1% | -0.5 | -9.0% | -15.7% | -11.3% | 95.7%[activator] | 5.2% | 8.8% | -3.7%
COc1ccccc1N1CCN(C(=O)C2CC=CCC2C(=O)O)CC1 (centres undefined)
 : 0.4% | -2.3 | -16.2% | 8.4% | ? | 22.8% | -3.0% | 21.2% | 3.0%
C#CCSc1nc2[nH]ncc2c(=O)[nH]1
 : 0.8% | -3.4 | -7.4% | -0.2% | 2.1% | 38.2% | 0.3% | -2.4% | -8.0%
Oc1c(Cl)cc(CN2CCOCC2)c2cccnc12
 : 0.1% | ? | -12.8% | 3.9% | ? | -25.5% | -3.8% | 10.1% | i
CCc1ccc(N(C(=O)c2snc(C(N)=O)c2N)C(C(=O)NCCC(C)C)c2c[nH]c3ccccc23)cc1 (centres undefined)
 : 9.2% | 2.1 | -8.5% | 1.7% | -12.1% | 34.3% | -0.8% | 1.2% | -5.2%
O=C(Nc1nncs1)C(Sc1ccccc1)c1ccccc1 (centres undefined)
 : 1.1% | 3.1 | -20.5% | -8.3% | -4.9% | 35.6% | -0.5% | -6.9% | i
COc1ccc(C(=O)NC(C)Cc2cnccn2)cc1OC1CCN(C(C)C)CC1 (centres undefined)
 : -4.1% | -0.8 | -19.9% | -3.5% | 0.7% | 31.0% | 4.1% | -2.6% | -5.9%
N#Cc1cccc(NC(=O)CN2C(=O)NC3(CCCCCC3)C2=O)c1
 : 0.5% | -2.6 | 5.8% | -7.9% | -6.6% | 15.2% | -4.8% | 2.1% | 2.0%
CCOc1ccccc1NC(=O)C1COc2ccccc2O1 (centres undefined)
 : 5.8% | -1.4 | -0.6% | -4.6% | 17.6% | 118.3%[activator] | ? | 5.0% | -0.7%
O=C(c1cccc(-n2cccc2)c1)N1CCN(S(=O)(=O)c2c(F)cccc2F)CC1
 : 4.9% | -16.3 | -7.6% | -5.6% | 3.0% | ? | 11.8% | -4.0% | -8.4%
CCOc1ccc(N(CC(=O)Nc2ccc(F)c(F)c2)S(=O)(=O)c2c(C)noc2C)cc1
 : 10.3% | 0.7 | ? | -5.6% | 13.9% | 53.0%[activator] | 0.1% | -7.6% | ?
COC(=O)c1nn(-c2ccc(OC)cc2)c(=O)cc1Oc1ccccc1
 : 4.0% | 3.0 | -6.0% | -9.9% | -1.3% | 6.8% | -2.6% | 9.9% | i
Cc1c(NC(=O)c2ccc(-c3ccc(F)cc3)o2)cccc1-c1nc2ncccc2o1
 : 19.1% | -3.2 | -26.7% | 57.1%[activator] | -15.1% | 35.9% | 26.4% | 0.4% | -2.1%
CCOc1cc(C2NC(=O)NC(C)=C2C(=O)OCc2ccccc2)ccc1O (centres undefined)
 : 1.1% | -0.1 | 3.7% | -0.2% | 18.1% | 19.4% | 6.5% | 24.4% | -10.2%
CCn1ccnc1CN(C)C(=O)C1CCC(=O)N(Cc2cccc(F)c2)C1 (centres undefined)
 : 0.2% | 3.1 | -8.2% | -15.5% | -13.9% | 29.9% | -2.7% | -19.7% | -3.7%
C=CCc1ccccc1OCCSc1nc2ccc([N+](=O)[O-])cc2s1
 : 3.3% | 3.9 | -3.7% | -11.7% | -34.5% | -9.7% | 18.7% | 0.5% | -5.1%
CCn1ncc(C2=NOC(C(=O)NCCc3ccccc3)C2)c1C (centres undefined)
 : 0.0% | 1.4 | -1.4% | 3.2% | 14.8% | 23.6% | -4.9% | 0.3% | 1.6%
Cc1nn(C(C)C(=O)NC2CCC(C)CC2)c(=O)c2cc3sccc3n12 (centres undefined)
 : 0.0% | 0.2 | 0.7% | -1.2% | 6.9% | 55.3%[activator] | 10.2% | 2.8% | i
COc1ccc(-n2cc(-c3ccccc3)c3c(NN4CCOCC4)ncnc32)cc1
 : ? | -4.1 | -4.9% | -3.8% | 9.1%[57.1 µM] | ? | 0.3% | ? | -1.2%

# Four entries already listed, ordered by the value under PI4K2A block, high to low.
structure	PI4K2A block
Cc1cc(=O)[nH]c2c1cnn2Cc1ccccc1	6.0
C=CCc1ccccc1OCCSc1nc2ccc([N+](=O)[O-])cc2s1	3.9
CC(C)(C)NC(=O)C(Cc1ccccc1)NS(=O)(=O)c1ccc2c(c1)CCC(=O)N2 (centres undefined)	1.6
CCOc1ccccc1NC(=O)C1COc2ccccc2O1 (centres undefined)	-1.4

# Other records.
# Second line of a record – mIDH1 inhibitor | PI4K2A block | USP1 inh | TrxR1 substrate | rTrxR1 inhibitor | HP1b binding inh | Pin1 inhibitor | GLS inhibitor | PGK inhibitor
CCOC(=O)C1(CCCc2ccccc2)CCN(Cc2ccn[nH]2)CC1
 : -7.2% | -1.0 | 0.4% | -0.3% | 8.6% | 5.3% | 6.6% | 1.0% | 1.1%
Cc1ccc(-c2csc(NC(=O)c3cccc(N4C(=O)CCC4=O)c3)n2)o1
 : -0.2% | -4.5 | -18.3% | 1.6% | 20µM* | -10.7% | 2.4% | 3.9% | 3.8%
O=C(NCC(c1ccco1)N1CCN(c2ccccc2F)CC1)C(=O)NC1CCCC1 (centres undefined)
 : 6.1% | -0.7 | -13.3% | 4.5% | 12.9% | 19.0% | -5.0% | 5.2% | 11.2%
Nc1n[nH]c(=S)n1/N=C1/C(=O)Nc2ccccc21
 : -4.9% | -3.6 | -16.6% | -17.7% | -17.9%[57.1 µM] | 15.8µM* | ? | -24.6% | -1.5%
Cc1ccc(CNC(=O)CN(c2cc(C)cc(C)c2)S(=O)(=O)c2c(C)[nH]c(=O)[nH]c2=O)cc1
 : -7.6% | 0.6 | -7.0% | 5.9% | 16.3% | 28.1% | -2.0% | 9.3% | 8.0%
O=C(NC(=S)Nc1ccc(O)cc1)C1CCCC1
 : 0.4% | -2.6 | -14.3% | 6.2% | ? | 23.7% | -10.0% | -11.2% | -7.5%
Cc1ccc2[nH]c3c(c2c1)CN(C(=O)CN1CC(C)OC(C)C1)CC3 (centres undefined)
 : -0.4% | -0.9 | -28.7% | -5.9% | -48.4% | 31.4% | ? | 0.0% | -0.5%
CC(=O)Cc1nsc(NC(=O)c2ccc(Cl)cc2Cl)n1
 : 12.2% | -3.8 | -26.1% | -2.7%[57.1 µM] | 8.0%[57.1 µM] | 11.1% | 0.2% | -3.0% | -6.5%
C=CCN1C(=O)c2ccc(C(=O)N3CCC(C(N)=O)CC3)cc2C1=O
 : 3.0% | 0.3 | -8.0% | 0.6% | 10.4% | 43.2%[activator] | 0.4% | 2.1% | 5.1%
CCOC(=O)C1CCCN(C(=O)c2cc(Cl)ccc2Cl)C1 (centres undefined)
 : -2.4% | -1.1 | -2.6% | -4.5% | ? | 21.3% | 3.3% | 1.7% | -6.2%

# Screening results: PubChem BioAssay, National Center for Advancing Translational Sciences (NCATS)
